Insulin prom inh – inhibitors of insulin promoter-driven GFP, primary screen, imaging, TRM-6 cells (human fetal islet line), eGFP reporter, cell count; reporter expression induced with tamoxifen; inhibition, % at 2 µM; hit rate 0.9% among 130,000;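 active = inhibition above the mean plus 3 SD, with well images judged a real hit on visual review, cut at about 60% in these data, passing the limit was not always enough; inconclusive = inhibition over the cutoff but images rejected on review; inactive = inhibition not above the cutoff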
sdo1 growth – growth rescue of sdo1-depleted yeast, primary screen, S. cerevisiae, bone marrow failure model; S. cerevisiae sdo1-depleted JHY4D growth rescue, OD600 30 h; active compounds read high; pdr5 snq2 efflux-pump mutant strain; z-score at 10 µM; hit rate 0.21% among 140,000;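 active = z-score above 3 at both the 24 hr and the 30 hr optical density reads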;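 also: z-score against mean and SD of all compound wells on the same plate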
sdo1 growth Rescue 24 h – further read-out of sdo1 growth, marked with its call; z-score; S. cerevisiae sdo1-depleted JHY4D growth rescue, OD600; measured here: growth rescue at 24 h;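 0 is the plate mean of compound wells and units are plate SD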
Numbers without * were called inactive; ? = inconclusive; . = no result given. No enrichment for hits; about 0.99% have a hit in one of these screens.

Insulin prom inh	sdo1 growth	sdo1 growth Rescue 24 h	structure
-30	-0.15	-0.09	Cc1ccc(S(=O)(=O)NCc2ccc(/C=C(/C#N)C(=O)NCc3ccccc3)o2)cc1
51	-0.37	-0.92	O=C(O)C(=O)/C(=C\c1ccccc1)c1ccc2ccccc2n1
-32	0.2	-0.25	Cc1ccc(C(c2c(C)nn(-c3ccccc3)c2N)c2c(C)nn(-c3ccccc3)c2N)cc1
-26	0.72	0.41	CCOC(=O)Cc1nnc(Nc2ccc(C)cc2C)c2ccccc12
9	-0.43	-1	CC(C)C12CN3CC(C(C)C)(CN(C1)C3c1ccccc1)C2O (stereo not drawn)
0	0.36	0.36	O=C(OCC(=O)N1CCCCC1)c1c[nH]c(=O)[nH]c1=O
43	0.17	0.03	COc1ccc(Cl)cc1NC(=O)CCCN1C(=O)CCC1=O
.	-2.2	-1.7	Cc1cccc(OCCSCc2nc3ccccc3[nH]2)c1
38	-0.52	-0.42	CCCCNC(=S)N(C)/N=C/c1ccccc1F
52	.	.	CCC(Oc1ccccc1)C(=O)NC1CCSC1=O (stereo not drawn)
-16	-0.62	-0.3	CCOc1cc(/C=N/NC(=O)COc2ccc(C)cc2)ccc1OC(=O)c1cccs1
-57	0.97	0.42	Cc1ccccc1Cn1nc(C)c(NC(=O)/C=C/c2cnn(C)c2C)c1C
.	0.74	-0.97	COc1ccc(C2C(C(=O)Nc3ccccc3OC)=C(C)Nc3nnnn32)c(OC)c1 (stereo not drawn)
55	0.41	-0.46	O=C1CC(c2ccccc2)Sc2ccccc2N1 (stereo not drawn)
-4	0.67	0.44	CCN(CC)S(=O)(=O)c1ccc(NS(=O)(=O)c2ccc(OC)c([N+](=O)[O-])c2)cc1
29	-0.49	-0.97	CCOc1cccc(NC(=O)c2ccc(S(=O)(=O)N(C)C)cc2)c1
.	-0.39	0.26	COc1ccc(OCCC(=O)OCC(=O)NCc2ccco2)cc1
.	0.93	1.1	CCCC(=O)Nc1nc(C)c(-c2csc(Nc3ccccc3C)n2)s1
.	0	0.52	N#Cc1ccc(-c2ccc(F)cc2)nc1Sc1ccc(F)cc1
25	-0.47	-0.73	COC(=O)COc1cccc2c(=O)n(CC(=O)NCCc3ccccc3)ccc12
9	.	.	O=C(NC(Cc1c[nH]c2ccccc12)C(=O)N1CCOCC1)c1cccs1 (stereo not drawn)
0	.	.	CC(C)N1CCC(NC(=O)Nc2ccccc2)CC1
.	0.27	2.6	COc1ccc(CN2C(=O)c3ccccc3C2=O)cc1C(=O)Nc1ccc(C)cc1C
3	-0.4	-0.65	CC(C)(Oc1ccc(Br)cc1)C(=O)N1CCc2ccccc21
-30	0.78	1.4	COc1ccc(NC(=O)Nc2ccc(OC)cc2)cc1

Next part; it opens with the five that closed the last part.
Insulin prom inh	sdo1 growth	sdo1 growth Rescue 24 h	structure
9	.	.	O=C(NC(Cc1c[nH]c2ccccc12)C(=O)N1CCOCC1)c1cccs1 (stereo not drawn)
0	.	.	CC(C)N1CCC(NC(=O)Nc2ccccc2)CC1
.	0.27	2.6	COc1ccc(CN2C(=O)c3ccccc3C2=O)cc1C(=O)Nc1ccc(C)cc1C
3	-0.4	-0.65	CC(C)(Oc1ccc(Br)cc1)C(=O)N1CCc2ccccc21
-30	0.78	1.4	COc1ccc(NC(=O)Nc2ccc(OC)cc2)cc1
.	-1.3	0.29	CSc1ccc(/C=C/C(=O)c2ccc(NC(=O)C(C)C)cc2)cc1
.	1.5	1.6	O=C(Nc1ccc(N2CCCCC2)cc1)c1ccccc1
.	1.2	0.99	CCCCC(=O)Nc1ccc(C(=O)NNC(=S)NC(=O)c2cccs2)cc1
-77	0.34	-0.02	CC(C)[C@H](NC(=O)c1ccccc1)C(=O)OCC(=O)NCCc1ccc(F)cc1
.	0.02	-0.57	COc1ccc(/C(O)=C2/C(=O)C(=O)N(CCCN(C)C)C2c2ccccc2)cc1Cl (stereo not drawn)
56	-1.9	-1.5	CCn1nc(C)c(NC(=O)/C=C/c2ccc(OC)c(COc3ccc(Br)cc3)c2)c1C
.	-0.5	-1.2	CCOc1ccccc1C1NC(=O)NC(C)=C1C(=O)OCc1ccco1 (stereo not drawn)
12	0.61	0.9	CCOC(=O)c1[nH]c(C)c(/C=N/O)c1C
-17	-0.27	-0.51	O=C(O)CN1C(=O)SC(Nc2ccccc2C(=O)O)C1=O (stereo not drawn)
20	0.56	0.09	N#Cc1c(SCC(N)=O)nc2c(c1-c1ccc(O)cc1)CCCC2
12	-0.4	0.44	COc1cc(S(=O)(=O)Nc2ccccc2C)ccc1Cl
29	0.29	0.45	CCCCOc1ccc(C(O)(CC)CCN2CCOCC2)cc1 (stereo not drawn)
41	0.17	-0.56	c1ccc(CNc2ncnc3c2oc2ccccc23)nc1
.	0.56	0.67	CNC(=S)N/N=C/c1ccc(OCC(=O)Nc2c(C)cc(C)cc2C)c(OC)c1
.	-2	-1.6	Cc1ccc(C)c(N2CCN(C(=O)CSc3ccsc3[N+](=O)[O-])CC2)c1
88*	0.46	1.2	CCOC(=O)c1cc(C)sc1NC(=O)C1CCC1
.	0.44	0.37	CN(CC(=O)Nc1ccc(F)c(F)c1F)C(=O)/C=C/c1ccc(Cl)cc1
35	0.01	-0.88	Cc1ccccc1OCC1Cc2c(nc(N)c(C#N)c2N)O1 (stereo not drawn)
41	.	.	Clc1nnc(N2CCCCC2)c2ccccc12
.	0.87	0.6	CCOc1ccccc1CNC(=O)Cn1c(=O)oc2ccccc21
-13	.	.	COCCNC(=S)N/N=C/c1ccc2c(c1)OCCO2
-46	-0.07	-0.07	Cc1ccc(C#CC[N+]2(CC#Cc3ccc(C)cc3)CCCCC2)cc1
.	-0.63	-0.78	Cc1ccc(NC(=S)NC2CC3CCCC(C2)N3Cc2cccs2)cc1 (stereo not drawn)
-67	0.18	-0.21	O=C(c1cccs1)N(Cc1ccccn1)Cc1ccco1
20	.	.	CCn1nc(C(=O)OCC(=O)c2ccc(F)cc2)c2ccccc2c1=O

Reprinted at random: three compounds from above, in no set order.
Insulin prom inh	sdo1 growth	sdo1 growth Rescue 24 h	structure
.	0.93	1.1	CCCC(=O)Nc1nc(C)c(-c2csc(Nc3ccccc3C)n2)s1
.	1.5	1.6	O=C(Nc1ccc(N2CCCCC2)cc1)c1ccccc1
-26	0.72	0.41	CCOC(=O)Cc1nnc(Nc2ccc(C)cc2C)c2ccccc12

In the list so far, 5 contain two or more sulfur atoms.
Insulin prom inh	sdo1 growth	sdo1 growth Rescue 24 h	structure
-4	0.67	0.44	CCN(CC)S(=O)(=O)c1ccc(NS(=O)(=O)c2ccc(OC)c([N+](=O)[O-])c2)cc1
.	0.93	1.1	CCCC(=O)Nc1nc(C)c(-c2csc(Nc3ccccc3C)n2)s1
.	1.2	0.99	CCCCC(=O)Nc1ccc(C(=O)NNC(=S)NC(=O)c2cccs2)cc1
.	-2	-1.6	Cc1ccc(C)c(N2CCN(C(=O)CSc3ccsc3[N+](=O)[O-])CC2)c1
.	-0.63	-0.78	Cc1ccc(NC(=S)NC2CC3CCCC(C2)N3Cc2cccs2)cc1 (stereo not drawn)

More records follow.
Insulin prom inh	sdo1 growth	sdo1 growth Rescue 24 h	structure
3	0.7	0.06	C/C=C/C=C/C(=O)Nc1nccs1
-67	.	.	N/C(=N\OC(=O)CCC1CCCC1)c1ccncc1
-35	-0.7	-0.34	CCCOC(=O)CN1C(=O)c2ccc(C(=O)OCCC)cc2C1=O
44	.	.	Cn1c(N)c(C(=O)COC(=O)[C@@H]2CCCN2S(=O)(=O)c2ccc(Cl)cc2)c(=O)n(C)c1=O
-29	-1.8	-1.3	C=CCOC(=O)C(C#N)c1nc2ccccc2nc1N1CCN(Cc2ccc3c(c2)OCO3)CC1 (stereo not drawn)
-80	-1.2	-0.26	COc1ccc(N(CC(=O)N2c3ccccc3CC2C)S(=O)(=O)c2c(C)noc2C)cc1 (stereo not drawn)
50	0.67	0.51	O=C(NN1C(=O)C2C3C=CC(C3)C2C1=O)c1ccco1 (stereo not drawn)
-44	3.5	0.42	O=C(Nc1ccccc1C(=O)NCCN1CCOCC1)c1ccco1
?	-0.01	-0.07	Cc1ccc2cc3c(NC(=O)c4ccco4)nn(C)c3nc2c1
-11	-0.37	-0.49	CCC(=O)N(CCC1(C(C)C)CCOC(C)(C)C1)Cc1ccco1 (stereo not drawn)
-176	0.1	-0.56	Cc1cccc(NC(=S)NC2CC3CCCC(C2)N3CC(C)C)c1 (stereo not drawn)
13	-0.76	0.71	Cc1cccnc1NC(=O)Nc1cccc2ccccc12
14	.	.	CC(C)(C)c1nnc2sc(SCC(=O)N3CCc4ccccc43)nn2c1=O
45	.	.	O=C(c1ccccc1)c1ccc(OCC(=O)N2CCOCC2)cc1
.	0.06	-0.34	CCc1ccc(C2NC(c3ccc(CC)cc3)C([N+](=O)[O-])C(C)(C)C2[N+](=O)[O-])cc1 (stereo not drawn)
.	-1.5	-2.1	O=C(Nc1ccccc1)N1CCN2C(=O)c3ccccc3C12c1ccccc1 (stereo not drawn)
7	0.78	-0.02	COc1ccc2cc(-c3cc(C(=O)O)c4ccccc4n3)ccc2c1
25	0.85	0.95	Cc1cc(C)c(S(=O)(=O)N2CCN(c3ccc([N+](=O)[O-])c(NCC4CCCO4)c3)CC2)c(C)c1 (stereo not drawn)
-10	0.1	0.26	COc1ccc(NS(=O)(=O)c2ccc(Br)s2)cc1OC
-21	1.2	0.16	Cc1ccc(S(=O)(=O)N2CCC(C(=O)N[C@@H](C)C(=O)NCc3ccco3)CC2)cc1
-403	0.15	0.57	Cc1ccc(S(=O)(=O)Nc2ccccc2C(N)=O)cc1
-78	.	.	c1ccc(CSc2ccc(-c3cccs3)nn2)nc1
15	0.12	-0.69	CN(C)S(=O)(=O)c1cccc(NC(=O)c2ccc(N3CCOCC3)c([N+](=O)[O-])c2)c1
.	1.2	0.81	Nc1cc(=O)nc(SCC(=O)NC2CCCCC2)n1-c1ccccc1
6	-0.62	-0.72	Cc1cc(OCC(=O)NCC(C)C)cc(C)c1Br
18	0.65	-0.59	O=C(Oc1cccnc1)c1cc(S(=O)(=O)N2CCOCC2)ccc1Cl
-23	0.41	0.27	Nc1nnc(-c2cccc(Cl)c2Cl)c(N)n1
-15	-0.5	-0.33	COC(=O)c1ccccc1NC(=O)CN(Cc1ccccc1)S(C)(=O)=O
56	.	.	CC(C)(C)n1nc2c(c1NC(=O)Cc1ccccc1)CS(=O)(=O)C2
19	.	.	CCCC[N+](CC#Cc1ccccc1)(CCCC)CCCS(=O)(=O)[O-]
14	-0.19	-0.63	Cc1cccc(N2CCN(C(=O)c3ccoc3C)CC2)c1C
0	-1.2	-0.96	Cc1ccc(-c2csc(NC(=S)NC(=O)c3cc4ccccc4o3)n2)cc1
.	-0.14	-0.32	COc1cc(C(=O)NNC(=S)NC(=O)c2ccccc2C)cc(OC)c1OC
17	-0.12	-0.78	COc1c(/C=N/Nc2nc(N3CCCCC3)nc(N3CCCCC3)n2)cccc1[N+](=O)[O-]
16	-2.5	-1.6	CC(C)OC(=O)CSc1nnc(-c2ccc(Cl)cc2)n1N
.	0.4	-0.32	CCCCn1c(CNC(=O)CCC)nc2ccccc21
.	0.35	0.8	O=C(O)CSCCC(=O)Nc1ccc(F)cc1
-3	1.6	2	COC(=O)CC1SC(=O)NC1=Nc1ccc(C)cc1 (stereo not drawn)
34	-0.17	-0.62	Cc1ccc(S(=O)(=O)Nc2c(C)nn(C)c2C)cc1
.	-0.69	-0.15	Cc1ccc(NC(=O)c2ccc(NCc3ccco3)c([N+](=O)[O-])c2)cc1Cl
19	0.85	0.67	CC1=Nc2ccccc2NC(=O)C1Sc1nnc(C)s1 (stereo not drawn)
10	-2.2	-0.98	C=CCc1ccc(OCCCCN2CC(C)OC(C)C2)c(OC)c1 (stereo not drawn)
-14	-1.6	-0.41	Cc1cc(C)c(OCC(=O)Nc2cccc(O)c2)cc1C
50	0.76	-0.36	O=C(NNC(=O)c1ccc2ccccc2c1O)c1ccccc1Cl
.	0.09	-0.23	CCCn1c(NCc2ccc(N(C)C)cc2)nc2ccccc21
-22	-0.94	-0.6	CC[C@H](C)C(=O)O[C@H]1C[C@@H](C)C=C2C=C[C@H](C)[C@H](CC[C@@H]3C[C@@H](O)CC(=O)O3)[C@H]21
-2	-0.55	-0.68	Nc1cc(N)nc(SCC(=O)N2CCN(C(=O)c3ccco3)CC2)n1
3	-0.27	0.79	Cc1cc(=O)[nH]c(N/N=C/C2=C(N3CCOCC3)C(=C\c3ccc(Cl)cc3)/CC2)n1
-412	-0.64	0.59	COc1cc(NC(=O)c2ccc3c(c2)OCO3)c2ncccc2c1
-20	0.39	-0.69	O=P(O)(CCc1ccccc1)C(O)c1ccccc1 (stereo not drawn)

Additional entries:
Insulin prom inh	sdo1 growth	sdo1 growth Rescue 24 h	structure
-26	0.22	0.35	NC(=O)c1sc2nccc(Nc3ccccc3)c2c1N
.	1	0.28	CC1=C(C#N)C(c2cccnc2)C2=C(CC(C)(C)CC2=O)N1 (stereo not drawn)
19	-0.09	0.28	COC(=O)c1cc2n3ccccc3c(C)c(-c3ccccc3)c-2c1C(=O)OC
.	-0.11	-0.63	COc1cc(NC(=O)c2ccco2)c(OC)cc1NC(=O)CSc1nnc(-c2cccs2)n1C
33	1.1	1.4	O=C(CSc1nnc(-c2ccncc2)n1CC1CCCO1)Nc1nccs1 (stereo not drawn)
12	-0.3	-0.82	CCOc1ccccc1OCCCC(=O)Nc1ccc(OC)nc1
38	1.7	2.9	COCc1nc(-c2cc(Br)ccc2OC)no1
.	-0.67	-0.81	CCNc1nc(NCc2ccccc2)nc(SCC(=O)Nc2ccccc2)n1
.	-1.1	0.56	COc1ccccc1NC(=O)c1cc2ccccc2o/c1=N\O
.	1.5	2	CC(=O)c1ccc(N2CCN(C(=O)c3ccc(NC(=O)C4CCCO4)cc3)CC2)cc1 (stereo not drawn)

Source: PubChem BioAssay
